Screening results: PubChem, National Center for Advancing Translational Sciences (NCATS)
TRPV1 ag – HTS Assay for Compounds that Act as Agonists of the Vanilloid Receptor 1 | TRPV1-expressing cells, Fluo-8 calcium influx, agonist mode | activation, % at 8.33 µM | hit rate 0.19% among 320,000; in the data active = activation above about 80%; inconclusive = between about 30% and that limit; also: 0% is about no effect
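Fluo-8 calcium influx in TRPV1-expressing cells, kinetic read (ex 480/em 520 nm). Compound added and read 3 min for agonist activity, followed by capsaicin at EC20 final and 2 min further read for enhancement.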
KCNH2 3.1 block – qHTS for Inhibitors of KCHN2 3.1: Mutant qHTS. hit rate 0.95% among 340,000. AID 720553, 2013. activity change, % (tested at about 1.8 µM). U2OS KCNH2 3.1, thallium flux FluxOr; stronger effect = lower value. Potassium voltage-gated channel subfamily H member 2, brain isoform KCNH2 3.1 (human);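 active = maximum activity change below -70%; inconclusive = maximum activity change from -70% to -50%; inactive = maximum activity change above -50%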;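 also: thallium influx rate constant from kinetic fluorescence after stimulation buffer; % is scaled to controls: 0 for no effect and ±100 for the full control effect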
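Channel expression came from 3.1 mutant virus (1.77 x 10^8 /mL) applied to suspended U2OS cells for 4 h. Flux was tracked with FluxOr dye plus Red40 quencher, and kinetic rate constants normalized to controls.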
USP2a inh – qHTS Assay for Inhibitors of Ubiquitin-specific Protease USP2a Using CHOP2 as the Reporter. hit rate 0.01% among 330,000. Potency, µM (doses to about 38.3 µM), for the others: at the highest dose activity change, negative = inhibition, usual class: inhibitors. USP2 core, Ub-CHOP2 coupled fluorogenic reporter, 485/531;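 also: potency is read from the fitted curve at half-maximal effect; plate controls were DMSO wells for no effect and full inhibition by NEM control for full effect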
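Cell-free coupled assay: 10nM USP2 core preincubated 30min RT with compound in Tris-HCl pH 8.0/CaCl2/CHAPS buffer, then 25nM Ub-CHOP2 and 25nM reporter substrate; fluorescence (Ex 485/Em 531) read after 60min RT, normalized to NEM inhibition, concentration-response curves fitted.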
TCR act – Activators of T cell receptors: qHTS campaign | primary human leukocytes, anti-CD3, IL-2 HTRF, 48 h | Potency, µM (doses to about 9.22 µM), for the others: top-dose activation of IL-2 secretion, hits mostly activators | 330,000 tested, under 10 active | AID 504894, 2011; also: % of control where 0% means no effect
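1) Mix primary human leukocytes, a-CD3 beads and compound. 2) Incubate 48 hr. 3) Add HTRF IL-2 reagents (a-IL-2-K, a-IL-2-d2).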
ELG1 repair inh – qHTS screen for small molecules that inhibit ELG1-dependent DNA repair in human embryonic kidney (HEK293T) cells expressing luciferase-tagged ELG1; HEK293T ELG1-luciferase reporter, luminescence, 16 h; DNA damage induced by 5-fluorouridine; Potency, µM (doses to about 46.1 µM), for inactives: at the top dose activity change, negative = inhibition, actives largely listed as inhibitors; hit rate 2.3% among 330,000; also: potency is read from the fitted curve at half-maximal effect; % is scaled to controls: 0 for no effect and ±100 for the full control effect; nearly all actives have a fitted effect of over 55% in size
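Quantitative HTS, concentration-response format. 2,000 cells/well co-treated with 5-fluorouridine and compound, 16 hr in 5% CO2 at 37 °C; ONE-Glo luminescence read after 30 min.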
TSHR antag – Antagonists of the Thyroid Stimulating Hormone Receptor: HTS campaign; Thyrotropin receptor (Homo sapiens), P16473; TSHR-expressing cells, TSH-stimulated cAMP HTRF, 2 h; stronger effect = lower value; activity change, negative = inhibition, % at 11.5 µM; hit rate 0.2% among 330,000; AID 504810, 2011;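 active = activity change below a set negative limit, meaning inhibition stronger than a set level, cut at about -70% in these data; inconclusive = activity change between two set negative limits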; also: % is scaled to controls: 0 for no effect and ±100 for the full control effect
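TSHR-expressing cells, 200/well, pre-treated with compound, then stimulated with EC80 TSH (4nM final) for 2 hours at 37 deg C. cAMP measured by competitive HTRF: anti-cAMP cryptate antibody in lysis buffer plus cAMP-d2, read after 30 minutes at room temperature.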
Eya2 inh – qHTS Assay for Inhibitors of the Phosphatase Activity of Eya2. recombinant Eya2, OMFP fluorescence dephosphorylation (OMFP is methylfluorescein phosphate). hit rate 0.006% among 330,000. Protein phosphatase EYA2 (Homo sapiens), O00167. Potency, µM (top dose mostly 76.9 µM), without a hit: top-dose activity, negative = inhibition, hits mostly inhibitors. AID 488837, 2010; also: potency is read from the fitted curve at half-maximal effect; % is scaled to controls: 0 for no effect and ±100 for the full control effect
Target sequence (O00167 whole entry, looked up): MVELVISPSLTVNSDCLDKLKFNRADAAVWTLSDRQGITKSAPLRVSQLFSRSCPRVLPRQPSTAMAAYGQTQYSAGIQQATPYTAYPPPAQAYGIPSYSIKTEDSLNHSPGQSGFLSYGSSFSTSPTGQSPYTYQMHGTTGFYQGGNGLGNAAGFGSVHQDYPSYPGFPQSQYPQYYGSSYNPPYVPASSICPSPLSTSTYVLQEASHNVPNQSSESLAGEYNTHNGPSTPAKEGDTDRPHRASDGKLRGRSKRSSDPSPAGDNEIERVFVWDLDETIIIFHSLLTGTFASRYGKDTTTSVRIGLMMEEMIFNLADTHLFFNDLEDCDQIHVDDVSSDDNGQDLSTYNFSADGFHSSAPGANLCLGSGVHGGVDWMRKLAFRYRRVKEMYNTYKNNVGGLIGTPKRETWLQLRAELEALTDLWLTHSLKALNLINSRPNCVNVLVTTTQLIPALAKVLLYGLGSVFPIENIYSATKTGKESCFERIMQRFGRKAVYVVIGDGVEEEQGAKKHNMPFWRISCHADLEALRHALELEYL
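Eya2 protein (added as 0.2 uM solution) was preincubated with compound for 10 min at ambient temperature in 50 mM HEPES pH 7.5, 50 mM NaCl, 5 uM MgCl2, 0.05% BSA, 1 mM DTT. OMFP (added at 50 uM) then reacted 10 min; fluorescence read at 485/525 nm.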
KCNH2 WT inh – qHTS for Inhibitors of KCHN2 3.1: Wildtype qHTS; Voltage-gated inwardly rectifying potassium channel KCNH2 (Homo sapiens), Q12809; U2OS, BacMam KCNH2, thallium flux FluxOr; stronger effect = lower value; activity change, % at 1.84 µM; hit rate 0.37% among 340,000; AID 720551, 2013;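 active = maximum activity change below -70%; inconclusive = maximum activity change between -70% and -50%; inactive = maximum activity change above -50%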; also: % is scaled to controls: 0 for no effect and ±100 for the full control effect
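U2OS cells were transduced with wild-type KCNH2 virus (2.03 x 10^8 / mL) for 4 h at room temperature, then cultured overnight at 37 C. Thallium flux was read with FluxOr dye. Rate constants were normalized to DMSO controls.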
Mito fusion act – qHTS Assay for Small Molecule Inhibitors of Mitochondrial Division or Activators of Mitochondrial Fusion; hit rate 0.23% among 320,000; Potency, µM (doses to about 46.1 µM), without a hit: at the highest dose growth rescue (activation), actives largely listed as activators; AID 485298, 2010; S. cerevisiae fusion-defective mutant growth rescue, CellTiterGlo 48 h;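 also: potency is read from the fitted curve at half-maximal effect; % of control where 0% means no effect; nearly all actives have a fitted effect of over 45% in size; temperature-sensitive fusion mutants such as fzo1-1 at 37 °C on non-fermentable ethanol glycerol medium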
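Luminescent cell viability in 1536-well qHTS format served as the measure of rescued growth in ts fusion-mutant S. cerevisiae cultured on non-fermentable YPEG for 48 hours at 37C.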
A-T KAP1 phos – qHTS Assay for Identifying a Potential Treatment of Ataxia-Telangiectasia; Potency, µM (top dose mostly 57.5 µM), for inactives: top-dose activation, usual class: activators; AID 485349, 2010; hit rate 0.19% among 320,000; […] A-T fibroblasts, KAP-1 phosphorylation AlphaLISA; neocarzinostatin DNA damage 30 min before lysis; also: potency is read from the fitted curve at half-maximal effect; % of control where 0% means no effect; nearly all actives have a fitted effect of over 45% in size
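ATM-like activity read as KAP-1 phosphorylation via AlphaLISA donor/acceptor antibody pairs after lysis and 6 hr at 25C. Cells were ATM-null patient fibroblasts ([…], hTERT), dosed 60 min, then exposed to the DSB inducer NCS for 30 min.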
Starred values were filed as active, the others as inactive; u = inconclusive; x = no result given; [ ] = dose if it differs, or a comment. Unless noted, calls follow the shape of the dose curve; as a rule, active = well fitted curve in the direction sought with a large enough effect; inconclusive = small, poorly fitted or top-dose-only effect, or another doubt; inactive = no such curve, though single readings can be large; an effect the other way counts as inactive or inconclusive.

SMILES | TRPV1 ag | KCNH2 3.1 block | USP2a inh | TCR act | ELG1 repair inh | TSHR antag | Eya2 inh | KCNH2 WT inh | Mito fusion act | A-T KAP1 phos
CCOc1cc(C=O)ccc1OCCSc1ccc(C)cc1 | 6 | 0 | -2% | -1% | 16% | 9 | -19% | -9 | 9% | 22%
O=C(c1cc2cc(Cl)ccc2oc1=O)N1CCCC1 | 1 | 15 | 2% | -5%[46.1 µM] | -1% | -2 | 2% | -7 | 0% | -6%
O=C(/C=C/c1cn(CC(O)CN2CCOCC2)c2ccccc12)c1cccs1 (centres undefined) | 13 | x | 18% | x | 8% | -1 | 4% | x | -1% | 6%
COc1ccc(OC)c(NC(=S)NCCCN2CCOCC2)c1 | -6 | 8 | 1% | -3%[46.1 µM] | -5% | 4 | 5% | 2 | -2% | -5%
O=c1sc(Nc2ccccc2)nc2ccsc12 | 9 | 0 | 2% | -2% | u | 0 | -6% | 4 | 27% | 5%
Cc1sc(NC(=O)c2ccco2)nc1-c1ccccc1 | u | -3 | 2% | -5% | u | -3 | -15% | 0 | u | 5%
Cc1ccc(NC(=S)N2CCN(c3ccccn3)CC2)c(C)c1 | -2 | 24 | 0% | 4% | -13% | -5 | 6% | -9 | -4% | 1%
Cc1nn(C)cc1C=NCCOCc1ccccc1 | -1 | 4 | 1% | -5% | 3% | 7 | 3% | -5 | -1% | 1%
FC(F)C(F)(F)C1=CC(c2cccs2)=NCCN1 | 0 | 0 | 2% | 7% | -1% | 5 | 5% | 12 | -3% | -7%
O=c1cc(CSc2nnc(C3CC3)n2Cc2ccccc2)nc2sccn12 | 0 | 23 | 1% | -2% | 14% | 7 | 10% | x | 6% | -3%
O=C(CN1C2CCCC1CC(NC(=O)c1ccccc1)C2)NC1CC1 (centres undefined) | 1 | -1 | 10% | -3% | 7% | 0 | 2% | -5 | -2% | 0%
CC(C)C[C@H](NC(=O)c1nc[nH]c1C(=O)NCc1ccc(CNC(=O)OC(C)(C)C)cc1)C(=O)OC(C)(C)C | 30 | 8 | -12% | 10% | u | -4 | -13% | -6 | -16% | -8%
O=C(CSC1CCCCC1)Nc1nccs1 | 17 | 5 | 7% | -2% | u | -8 | 13% | -8 | -5% | 1%
CCOc1ccc(C(=O)N2CCN(CCc3ccccc3)CC2)cc1OCC | 3 | -90* | -1% | -1% | -8% | 1 | 2% | -30 | -1% | -2%
Cn1cc(CCC(=O)NCCCc2ccccc2)c2ccccc21 | 23 | 16 | 3% | 9% | -9% | 2 | 8% | -7 | 2% | 4%
CCCN1Cc2cccc(C(=O)Nc3cc(OC)cc(OC)c3)c2C1=O | 24 | 2 | 0% | -1% | u | -5 | -2% | 0 | 0% | 5%
CCC(Sc1nc2c(cnn2-c2ccccc2)c(=O)[nH]1)C(=O)OC (centres undefined) | 3 | 10 | 1% | -7% | -3% | -10 | 5% | 0 | 7% | 2%
CCOc1ccc(NC(=O)CCN2C(=O)c3cccc([N+](=O)[O-])c3C2=O)cc1 | 1 | 36 | 2% | 2% | -8% | -12 | 0% | -14 | -1% | 2%
CN(C)S(=O)(=O)N1CCC(Oc2cccc(C(=O)N3CCCCCC3)c2)CC1 | 0 | -16 | 1% | 2% | -2% | -3 | -6% | -8 | 1% | 17%
Cc1ccc(NS(=O)(=O)c2ccc(C(=O)N3CCCCCCC3)cc2)cc1 | u | 7 | 1% | -3% | 0% | -13 | 5% | -6 | -10% | -5%
CCOc1ccc(NC(=O)NC(C)CC)cc1 (centres undefined) | 8 | x | 0% | 5% | u | 7 | 4% | -3 | 12% | 3%
O=C(c1ccncc1)N1CCN(c2ccc(F)cc2)CC1 | 0 | -9 | 2% | 7% | 5% | 1 | 4% | 6 | 0% | 0%
COCCN(CC(=O)Nc1cc(Cl)ccc1-n1cncn1)Cc1nc2ccccc2c(=O)[nH]1 | -5 | 15 | 0% | 5% | 7% | -5 | 5% | 2 | -1% | -7%
Clc1ccc(SCCOCCN2CCc3ccccc3C2)cc1 | 4 | -42 | -17% | -7% | -11% | -8 | 0% | 11 | -2% | 12%
COc1cccc(-c2nc(CS(=O)(=O)CC(=O)NC3CC3)c(C)o2)c1 | 1 | -14 | 4% | 2% | 17% | 1 | 2% | 1 | 0% | -4%
Cc1[nH]c2ccc(Br)cc2c(=S)c1C/C=C/Cl | 2 | -33 | 4% | -20% | u | -6 | 17% | -4 | 27% | -3%
COc1ccc(NC2CCCN(C(=O)c3ccc4[nH]c(C)c(C)c4c3)C2)cc1 (centres undefined) | 2 | 4 | 2% | 3% | u | -1 | 12% | -19 | 11% | -2%
C/C(=N\NC(=O)c1c(Cl)c(C)nn1C)c1ccc(NC(=O)c2ccncc2)cc1 | 16 | -31 | 3% | -9%[46.1 µM] | u | 19 | -4% | -23 | -5% | -13%
CCc1nccn1S(=O)(=O)c1cc(C)c(OC)cc1C | 2 | -3 | 5% | -2% | 11% | -2 | 9% | 0 | -1% | 1%
COc1ccc(C(=O)NNC(=O)C(=O)Nc2ccc(C)c(Cl)c2)cc1 | 0 | 8 | -5% | 2% | 3% | 25 | -7% | x | 0% | u
CC1CCCC(NC(=O)COC(=O)COc2cccc(F)c2)C1C (centres undefined) | x | -8 | 0% | -3%[46.1 µM] | 20% | 0 | -1% | -16 | x | -20%
O=C(Nc1ccc2c(c1)OCO2)C1CC1 | -1 | -11 | -3% | -4% | u | -8 | 2% | -2 | 3% | 1%
Cc1ccccc1OCCN(C#N)c1nc(N(C)C)nc(N(C)C)n1 | 27 | -3 | 2% | 7% | u | 10 | 3% | -5 | 12% | -4%
COc1ccc(C(=S)N2CCOCC2)cc1OC(=O)c1ccc([N+](=O)[O-])cc1 | -2 | -41 | -3% | 0% | 7% | -1 | -11% | 39 | -3% | 0%
Cc1ccc(OC/C(=N\O)C(C)(C)C)c([N+](=O)[O-])c1 | u | 7 | 0% | -10% | 25% | -19 | -8% | -2 | -5% | 4%
O=C(O)CCn1cc(/C=C/C(=O)c2ccc(Cl)cc2)c(-c2ccc(Br)cc2)n1 | 16 | u | -2% | 2%[46.1 µM] | u | -17 | -3% | -4 | 1% | 8%
COc1ccc(C(=O)Nc2ccc(C(=O)NCCc3ccccc3)cc2)cc1 | 8 | 25 | 2% | 4% | 0% | 11 | -2% | x | -5% | 10%
O=C(COc1ccc2ccccc2c1)NCCc1ccc2c(c1)OCCO2 | 5 | 5 | 1% | 5%[46.1 µM] | 5% | -10 | 9% | -8 | 29% | 12%
Cn1nc(C(F)(F)F)c(-c2cccc(C(F)(F)F)c2)c1NC(=O)Nc1ccc(F)cc1 | 10 | 3 | 6% | -2% | -25% | -10 | u | 0 | 1% | 2%
Cc1ccc(NC(=O)CNc2ccccc2N2CCCC2=O)cc1S(=O)(=O)N1CCCCC1 | 0 | 20 | 0% | -4% | -26% | 7 | -18% | 0 | -3% | 2%
O=C(c1ccc(CNS(=O)(=O)c2ccccc2)cc1)N1CCN(c2ccccn2)CC1 | 0 | 1 | 16% | -18% | 17% | -30 | 7% | 1 | -1% | 9%
COc1cccc(/C=N\NC(=O)C2C(=O)NCC2c2ccccc2)c1O (centres undefined) | 0 | -1 | 1% | 0% | u | 13 | -2% | -3 | -1% | -3%
COc1ccc(NS(=O)(=O)c2ccc(N)c(C(=O)O)c2)cc1 | -4 | -1 | 3% | -4% | 7% | -3 | -1% | 13 | -3% | 10%
Cc1cc(C)cc(NC(=O)CN2C(=O)C3CC=CCC3C2=O)c1 (centres undefined) | -5 | 5 | -1% | -2% | 12% | -9 | -1% | 5 | 3% | 7%
COc1ccccc1-c1c(C#N)c(N)nc2c1CCC2 | x | 10 | 1% | 5% | u | 15 | 15% | 0 | 2% | 9%
Cc1cc(NC(=O)c2cccs2)n(-c2nc3ccccc3[nH]2)n1 | u | 1 | 1% | 2% | -12% | 4 | -6% | -7 | 17% | -5%
CCOc1ccccc1N=C1NC(=O)CS1 | 1 | -3 | -1% | 4% | 9% | 5 | 8% | -1 | -1% | -1%

Not all compounds are listed; the hit share may differ from the screen's.
